Compound activity from PubChem BioAssay.
GPR7 antag: GPR7 receptor antagonists, primary screen, cell-based, fluorescence, single concentration; GPR7-expressing cells, fluorescence antagonist assay; inhibition, % at 4.4 µM; 290,000 tested, 1.1% active; in the data active = inhibition above about 16%, passing the limit was not always enough;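 note: cells stimulated with the agonist NPW; 0% = agonist with vehicle and 100% = vehicle without agonist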
Target sequence (P48145 whole entry, looked up): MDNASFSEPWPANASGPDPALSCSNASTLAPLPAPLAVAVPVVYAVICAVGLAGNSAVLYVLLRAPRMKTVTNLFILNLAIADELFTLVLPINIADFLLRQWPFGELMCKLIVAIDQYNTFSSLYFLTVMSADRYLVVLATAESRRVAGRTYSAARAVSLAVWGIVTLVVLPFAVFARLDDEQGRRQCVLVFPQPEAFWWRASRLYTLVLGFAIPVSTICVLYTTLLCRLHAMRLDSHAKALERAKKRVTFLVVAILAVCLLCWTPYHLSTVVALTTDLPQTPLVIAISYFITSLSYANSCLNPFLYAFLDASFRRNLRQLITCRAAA
CHO-K1 Ca PAM: nonselective calcium activators in parental CHO-K1 cells, primary screen, counter-screen for M1 PAM project, cell-based, Fluo-8 calcium fluorescence, full deck, 1536-well. ATP EC20; 0% at ATP EC20, 100% at ATP max. activation, % at 3 µM. 360,000 tested, 0.02% active;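 active = activation above the run cutoff, the mean activation of all test compounds plus 3 SD, cut at about 40% in these data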;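 note: peak over basal fluorescence ratio in a 140 s read after ATP addition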
M1 ag parental: counter-screen for M1 agonists: effect in parental CHO-K1 cells | Fluo-8 calcium fluorescence; scaled to maximal ATP response, vehicle zero | activation, % at 3 µM | AID 602248, 2012 | 360,000 tested, 0.48% active; in the data active = activation above about 15%;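 note: untransfected CHO-K1 host cells lacking M1 receptor as counterscreen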
OXTR potentiate: human OXTR potentiators, primary screen, fluorescence, CHO-OTR cells, Fluo-8 calcium; activation, % at 3 µM; Fluo-8 calcium fluorescence, potentiator mode; 0% = oxytocin EC15, 100% = EC100; Oxytocin receptor (Homo sapiens), P30559; 320,000 tested, 0.061% active;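 active = activation above that plate's cutoff, the mean activation of tested compounds plus 3 SD, cut at about 6.6% in these data, passing the limit was not always enough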;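 note: 100% uses oxytocin at 75 nM as the full agonist control; some results filed as inactive read as strong as hits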
Target sequence (P30559 whole entry, looked up): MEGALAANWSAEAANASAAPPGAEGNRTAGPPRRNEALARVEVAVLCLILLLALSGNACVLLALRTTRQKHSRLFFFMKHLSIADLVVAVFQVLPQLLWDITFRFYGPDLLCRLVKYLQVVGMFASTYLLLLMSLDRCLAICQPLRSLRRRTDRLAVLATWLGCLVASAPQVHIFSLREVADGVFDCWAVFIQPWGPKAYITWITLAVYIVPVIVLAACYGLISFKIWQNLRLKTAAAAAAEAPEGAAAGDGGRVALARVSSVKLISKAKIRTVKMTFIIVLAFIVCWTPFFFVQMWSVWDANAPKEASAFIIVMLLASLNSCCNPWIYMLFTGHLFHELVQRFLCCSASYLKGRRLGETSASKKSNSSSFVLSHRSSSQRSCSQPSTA
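Assay system: CHO cell line stably expressing human OTR | Also added: Oxytocin at about EC15, sub-maximal agonist stimulus | Times: Compound 6 min at room temperature before oxytocin, 100 s read | Measured by: Fluo-8 intracellular calcium fluorescence, ex 470-495, em 515-575 nm | Controls: EC15 oxytocin alone as 0%, 75 nM oxytocin as 100%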
OXTR agonist: human OXTR agonists, primary screen, fluorescence, CHO-OTR cells, Fluo-8 calcium. Fluo-8 calcium fluorescence; normalized: DMSO 0%, oxytocin 100%. activation, % at 3 µM. 320,000 tested, 0.32% active. AID 2435, 2010;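 active = activation above the mean of all tested compounds plus 3 SD, cutoff set per screening run, cut at about 20% in these data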;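 note: peak over basal fluorescence ratio from a 100 s FLIPR kinetic read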
V1aR counter: agonists of human V1a receptor, primary screen, counter-screen for OXTR agonist project, fluorescence, CHO-V1R cells. activation, % at 3 µM. 320,000 tested, 0.25% active. Fluo-8 calcium fluorescence, agonist mode; 0% DMSO, 100% 3 nM vasopressin. AID 2797, 2010. Vasopressin V1a receptor (Homo sapiens), P37288;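 active = activation above the mean activation of all tested compounds plus 3 SD, per screening run, cut at about 20% in these data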;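 note: signal is peak over basal fluorescence ratio across a 100 second FLIPR read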
CHO-K1 Ca antag: M1 antagonist counterscreen hit in parental CHO-K1 cells. inhibition, % at 3 µM. ATP-induced calcium, Fluo-8 fluorescence. 360,000 tested, 0.6% active;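 active = inhibition above a per-plate cutoff, the plate's mean sample inhibition plus 3 SD, cut at about 24% in these data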;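 note: 0% = DMSO plus EC80 ATP and 100% = DMSO alone without ATP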
TAAR1 antagonist: human TAAR1 antagonists, primary screen, Fluo-8 calcium fluorescence, CHO RD-HGA16 cells; Trace amine-associated receptor 1 (Homo sapiens), Q96RJ0; 360,000 tested, 1.5% active; antagonist; inhibition, % at 3 µM; AID 624466, 2012;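 active = inhibition above a per-plate cutoff, the mean inhibition of test compounds on that plate plus 3 SD, cut at about 49% in these data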;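 note: 0% = DMSO plus EC80 beta-PEA response and 100% = DMSO alone without agonist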
Target sequence (Q96RJ0 whole entry, looked up): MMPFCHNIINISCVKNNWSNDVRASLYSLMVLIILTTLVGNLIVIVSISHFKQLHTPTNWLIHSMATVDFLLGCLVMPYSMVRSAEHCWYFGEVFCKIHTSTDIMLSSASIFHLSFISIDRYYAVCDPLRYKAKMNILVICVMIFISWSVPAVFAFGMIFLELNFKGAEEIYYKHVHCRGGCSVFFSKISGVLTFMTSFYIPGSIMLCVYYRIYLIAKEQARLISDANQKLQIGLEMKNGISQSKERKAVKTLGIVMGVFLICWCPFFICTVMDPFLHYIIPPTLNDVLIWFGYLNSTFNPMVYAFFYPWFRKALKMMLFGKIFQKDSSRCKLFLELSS
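System: CHO RD-HGA16 cells bearing hTAAR1. Reagent: EC80 β-phenethylamine stimulus. Schedule: seeding 17-24 h prior, 75-min 37 °C, 30-min RT dye loading. Signal: Fluo-8 intracellular calcium dye fluorescence, real-time kinetic reads. Read-out: % inhibition from peak post-agonist over basal fluorescence ratio. Benchmarks: vehicle wells and EC80 agonist wells. Replicates: n of 1.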
CHO parental Ca: ATP-evoked calcium signal inhibitors, parental CHO, primary screen, counter-screen for OX1R antagonist project, cell-based, fluorescence, Fluo-8 calcium dye; parental CHO-K1, ATP-induced calcium, Fluo-8 fluorescence; inhibition, % at 5.6 µM; 330,000 tested, 0.63% active; AID 463079, 2010;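 active = inhibition above that plate's mean sample inhibition plus 3 SD, cut at about 26% in these data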;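 note: 0% = ATP-challenged DMSO wells and 100% = DMSO wells without ATP; some compounds past the cut are filed as inactive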
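test system = CHO parental line | reagent = ATP stimulus | measured by = intracellular calcium via Fluo-8 no-wash fluorescent dye | control set = ATP and no-ATP DMSO wells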
An asterisk follows results filed as active; / = not tested or not shown.

Structure	GPR7 antag	CHO-K1 Ca PAM	M1 ag parental	OXTR potentiate	OXTR agonist	V1aR counter	CHO-K1 Ca antag	TAAR1 antagonist	CHO parental Ca
Cc1ccc(NC(=O)CN(C)C(=O)Cc2coc3cc(C)c(C)cc23)cc1	/	-13	-0.3	/	/	/	12	-13	/
COCCNC(=O)Nc1ccc2nc(-c3ccco3)c(-c3ccco3)nc2c1	-10	9	0.3	-21	-0.5	-0.7	-14	-7	-6
CN(C)c1ccc(CNn2cnnc2SCC(=O)NC(C)(C)C)cc1	-5	9	5.9	4	0.9	0.5	14	-5	-6
COc1ccc(CNc2nc(-c3cccnc3)nn2C(=O)C(C)C)cc1	-18	-14	0.0	/	/	/	-1	3	/
CN(C)C(=O)C(=O)c1cccn1-c1ccccc1C#N	9	4	0.0	3	0.3	1.1	6	6	-1
CN(C)C(=O)c1cc(C(=O)c2c(F)cccc2F)c[nH]1	28	16	0.4	-19	1.3	0.2	-7	-4	7
O=C1OCCC1Sc1nc2ccccc2c(=O)n1Cc1ccccc1 (stereo not drawn)	-7	-1	4.7	-5	-2.3	-0.2	-10	-13	-24
COc1cccc(-c2cc3nc(NCc4ccccc4F)n(C)c(=O)c3s2)c1	/	-6	-0.1	/	/	/	3	-11	/
CCC(C)(C)NC(=O)C(c1cccn1C)N(C(=O)Cn1nnc2ccccc21)c1ccc(OC)cc1OC (stereo not drawn)	-9	14	-0.2	-10	0.9	1.1	3	-3	-22
O=S(=O)(Cc1cc(Sc2ccccc2)nc(-c2ccccc2)n1)c1ccccc1	2	6	1.4	-15	0.8	1.6	-9	12	-4
NC(=O)C1CCN(C(=O)c2ccc3ccccc3c2)CC1	-20	-21	0.7	-1	0.1	0.1	-18	-3	-4
O=C(CN1CCOCC1)NN1CC(=O)N(c2ccc(Cl)cc2)CC1=O	-12	22	0.7	1	0.5	0.5	-13	-1	-2
CCN(CC)c1ccc(/C=N/n2c(=S)[nH]nc(C)c2=O)cc1	-4	6	0.0	-5	-0.9	-0.8	-12	-16	-10
O=C(NCCCNC(=O)c1cncc(O)c1)c1cncc(O)c1	-5	-2	0.4	-8	-1.1	-0.2	-3	-4	10
O=C(CCN1C(=O)/C(=C/c2cccc(Br)c2)SC1=S)NNC(=O)c1cccnc1	-12	6	2.0	-8	1.6	3.0	-3	/	-8
CC(=O)Nc1ccc(NC(=O)C(C)OC(=O)CNS(=O)(=O)c2ccc(Br)cc2Cl)cc1 (stereo not drawn)	-5	2	0.8	-5	0.9	0.1	-10	-16	-9
CCn1c(=O)cc(OCC(=O)Nc2nc(C)cs2)c2ccccc21	1	-9	1.7	-8	1.0	0.2	16	30	-11
c1ccc(-c2ccccn2)nc1	-11	21	0.9	-13	0.2	0.7	-16	18	-9
CN1CCN(C(=O)CN(CCc2ccccc2)S(C)(=O)=O)CC1	1	4	-0.1	-2	1.7	1.1	-6	-23	-2
Cc1ccc(C(=O)NC2CC(C)(C)NC(C)(C)C2)cc1	5	25	0.6	-1	-0.3	0.9	-9	12	-6
Cc1cccc(Cc2c(C)nc3nc(SCC(=O)NCc4ccco4)nn3c2C)c1	7	7	0.8	-19	-1.2	-0.6	-16	-7	-22
Cc1nc(C(=O)N2CCCC(Nc3ccc(C)c(C)c3)C2)cs1 (stereo not drawn)	-12	-7	-0.3	/	/	/	-1	-15	/
O=C(Cn1cc(C(F)(F)F)cc(Cl)c1=O)Nc1cccc(S(=O)(=O)N2CCCCC2)c1	/	0	2.0	-1	0.9	-0.3	-7	-6	-17
COCCNC(=O)Cn1cnc2ccc(S(=O)(=O)N3CCC(C)CC3)cc2c1=O	-2	22	0.7	0	-0.7	-1.0	-8	-4	-2
Clc1ccc(OCCn2ccnc2)c2ccccc12	-1	9	5.3	-3	6.5	1.7	-13	-6	-12
O=C(NCc1ccccn1)c1cc(S(=O)(=O)N2CCCCCC2)ccc1Cl	-6	8	1.9	-6	0.9	1.8	-16	-4	-14
Fc1ccc(N2N=C(c3cccs3)CC2c2ccco2)c(F)c1 (stereo not drawn)	-16	28	5.0	-3	-1.6	-0.8	-15	26	-27
CCc1ccc(N(C(=O)CNC(=O)c2ccco2)C(C(=O)NCC2CCCO2)c2ccccc2)cc1 (stereo not drawn)	-6	14	2.3	-2	-0.3	0.6	2	9	-8
O=C(OCc1nnc(-c2ccccc2)o1)c1cccc(-n2cnnn2)c1	/	-11	0.6	-6	3.5	3.2	2	-6	-2
CN(C)CCCNC(=O)c1ccc(Cl)c(S(=O)(=O)N(C)c2ccccc2)c1	10	13	0.9	-1	1.4	-0.5	-11	-1	-18
O=C(NCC1CCCO1)C1CCN(S(=O)(=O)c2ccccc2)CC1 (stereo not drawn)	0	1	1.2	-11	0.2	0.5	-14	0	2
COc1ccccc1C(=O)NCCC(=O)N1CCCC(C(F)(F)F)C1 (stereo not drawn)	-8	-7	15	-11	-0.4	-0.3	10	-5	2
COc1c(C)cc(C(=O)C2CCCN(C(=O)Cn3nc(C)nc3C)C2)cc1C (stereo not drawn)	0	7	-0.1	-3	-0.1	0.0	-10	-2	-15
COc1cccc(CN(CC(=O)NC2CCCC2)C(=O)CCC(=O)Nc2cc(C)on2)c1	3	11	0.2	-6	-1.1	-0.5	0	-4	-14
COc1ccc(N2CCN(CC(=O)Nc3ccccc3C(=O)NC(C)c3ccccc3)CC2)cc1 (stereo not drawn)	/	22	4.7	/	/	/	-11	61*	/
CC1(C)CC(=O)c2cc(OCC(=O)O)ccc2O1	11	28	1.3	3	1.6	1.6	-4	-6	6
CC(C)n1nnnc1C1c2ccccc2C(=O)N1Cc1cccnc1 (stereo not drawn)	/	15	0.5	/	/	/	-12	-21	/
CCN(C(=O)c1c([N+](=O)[O-])cnn1C)c1ccccc1	/	17	0.6	/	/	/	-10	-2	/
Cc1c(C)c2ccc(O[C@@H]3O[C@H](CO)[C@H](O)[C@H](O)[C@H]3O)c(C)c2oc1=O	11	13	1.7	/	/	/	-16	2	/
Nc1cc2c([N+](=O)[O-])cccc2o1	2	5	0.4	-17	1.6	0.5	-10	7	11
Cc1ccc(S(=O)(=O)N2CCOCC2)cc1NC(=O)CSc1nnc(C2CC2)n1C1CC1	/	11	-0.1	-1	-0.4	0.1	-13	-21	-6
COc1ccc(OC)c(-c2csc(N(Cc3ccco3)C(=O)c3cccs3)n2)c1	-19	0	0.2	-1	2.6	1.0	2	-5	-12
COc1ccc(CCNC(=O)C2CCN(S(=O)(=O)c3ccc(Cl)cc3)CC2)cc1OC	1	16	3.2	1	0.6	1.3	-24	11	-7
CC(C)CC(NC(=O)C(COCc1ccccc1)NC(=O)OC(C)(C)C)C(=O)NN (stereo not drawn)	-19	9	-0.4	-29	-1.5	-0.6	-19	-13	-11
Cc1ccc(C)c(S(=O)(=O)N2CCN(C(=O)CSc3ccccc3)CC2)c1	11	26	1.9	/	/	/	14	-7	/
COc1ccc(OCC(=O)NNC(=O)c2cc3ccccc3o2)cc1	-5	-10	-0.1	-3	1.7	-0.3	16	3	2
FC(F)(F)c1cc(CCN2CCNC[C@@H]2CC2CCCCC2)cc(C(F)(F)F)c1	/	20	-0.5	8	10	12	-16	43	51*
C[C@@H]1C(=O)O[C@H]2C[C@@]34[C@H]5C[C@@H](C(C)(C)C)[C@]36[C@@H](OC(=O)[C@@H]6O)O[C@@]4(C(=O)O5)[C@]21O	3	-10	0.2	-5	0.0	1.4	-11	-7	-3
CCOC(=O)C1CCN(c2c(NCc3ccc(C(=O)NC4CCCC4)cc3)c(=O)c2=O)CC1	-9	0	-0.1	-4	-0.6	0.0	2	-3	-1
O=C(CN1CCOCC1)N/N=C/c1ccccc1	-3	-10	0.9	-6	0.1	0.1	-5	-15	15

Brought forward from above: 2 compounds; new compounds follow.
Structure	GPR7 antag	CHO-K1 Ca PAM	M1 ag parental	OXTR potentiate	OXTR agonist	V1aR counter	CHO-K1 Ca antag	TAAR1 antagonist	CHO parental Ca
CCOC(=O)C1CCN(c2c(NCc3ccc(C(=O)NC4CCCC4)cc3)c(=O)c2=O)CC1	-9	0	-0.1	-4	-0.6	0.0	2	-3	-1
O=C(CN1CCOCC1)N/N=C/c1ccccc1	-3	-10	0.9	-6	0.1	0.1	-5	-15	15
Cc1cc(C)n(CC(O)COc2ccc(C(C)(C)C)cc2)n1 (stereo not drawn)	-2	4	1.2	-5	-1.5	-0.3	-2	-1	7
CCOC(=O)C1CCN(C(=O)Cn2nc(C)n3cccc3c2=O)CC1	-11	0	0.2	-6	1.0	2.0	-2	-12	-9
CC(C)C(CCNC(=O)CN1C(=O)c2ccccc2C1=O)c1ccco1 (stereo not drawn)	-4	4	1.0	-3	-0.6	-0.7	-4	6	-8
Cc1ccccc1NC1(C#N)C(=O)Nc2ccccc21 (stereo not drawn)	3	12	0.2	-5	0.5	0.9	2	13	2
Cc1[nH]ccc(=O)c1OCc1ccc(Cl)cc1	0	13	0.4	7	1.4	0.3	-14	-11	-2
COC(=O)c1ccc(C)c(NC(=O)CCc2ccc(OC)cc2)c1	12	-1	1.4	-3	-1.7	0.3	14	-5	-14
O=C(Nc1ccc([N+](=O)[O-])cc1)Nc1ccc2c(c1)OCCO2	16	1	13	-12	16	11	22	13	18
COC(=O)c1c(NC(=O)CC2SC(N)=NC2=O)sc(C)c1C (stereo not drawn)	-11	10	-0.1	-10	-0.7	-0.8	-7	-21	-6
CCc1cccc2sc(N3CCN(C(=O)c4ccc([N+](=O)[O-])o4)CC3)nc12	/	10	2.3	-8	-2.0	0.0	-8	/	-14
CC1CCCC(NC(=O)COC(=O)COc2ccc(Br)cc2)C1C (stereo not drawn)	/	-6	-0.4	-6	1.3	1.5	-8	36	-5
CCCOC(=O)CSC1=C(C#N)C(c2ccccc2Cl)CC(=O)N1 (stereo not drawn)	-7	10	0.8	-8	-0.1	0.3	-3	-8	-10
